# Screening data deposited in PubChem by Sanford-Burnham Center for Chemical Genomics.
# Mac1 fbg enh – enhancers of human CD11b/CD18 binding to fibrinogen. P05107+P11215. K562 CD11b/CD18 adhesion to fibrinogen, ATPlite luminescence. activation, % at 10 µM. hit rate 0.07% among 93,000;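 active = 10 µM primary screen giving 50% or more activity, confirmed by 40% or more on retest at that dose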; note: strong numbers were not always called active; reference of the scale not given here
# PLAP activator – activates human placental alkaline phosphatase. P05187. hit rate 1.2% among 96,000. activation fold at 20 µM. purified PLAP enzyme, luminescent substrate read-out; stronger effect = higher value; in the data active = activation fold above about 2
# Target sequence (P05187 whole entry, looked up): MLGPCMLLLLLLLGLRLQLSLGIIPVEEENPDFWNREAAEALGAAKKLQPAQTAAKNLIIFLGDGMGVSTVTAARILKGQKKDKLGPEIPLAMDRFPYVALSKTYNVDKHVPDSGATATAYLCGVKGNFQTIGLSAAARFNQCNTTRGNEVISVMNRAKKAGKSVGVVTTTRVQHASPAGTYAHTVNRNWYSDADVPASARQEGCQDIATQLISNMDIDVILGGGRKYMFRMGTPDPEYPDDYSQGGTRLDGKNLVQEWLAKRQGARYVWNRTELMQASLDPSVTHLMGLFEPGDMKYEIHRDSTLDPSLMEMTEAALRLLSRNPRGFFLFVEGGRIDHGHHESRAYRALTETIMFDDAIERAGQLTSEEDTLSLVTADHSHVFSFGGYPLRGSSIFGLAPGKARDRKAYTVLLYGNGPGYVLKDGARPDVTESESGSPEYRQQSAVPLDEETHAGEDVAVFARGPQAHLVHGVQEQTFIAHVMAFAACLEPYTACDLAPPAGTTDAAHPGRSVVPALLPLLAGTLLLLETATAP
# CD11b adhes inh – CD11b/CD18-fibrinogen binding inhibition. P05107+P11215. inhibition, % at 10 µM. hit rate 0.54% among 93,000. K562 CD11b/CD18 adhesion to fibrinogen, ATPlite luminescence; Mn2+ added to activate the integrin;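 active = primary inhibition of 50% or more at 10 µM, then 40% or more on retest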; note: some results filed as inactive read as strong as hits
# PTK2B oligo ant – Pyk2 (human) oligomerization antagonism; AID 1347419; Q14289; z-score (the deposit names both 25 µM and 10 µM); Q293 cells, Pyk2 FERM NanoBiT luminescence; stronger effect = lower value; hit rate 0.83% among 99,000;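 active = Z-score of -3 or lower, scaled per plate to the spread of control and sample wells; inactive = z-score above -3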;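 note: negative z-score means lost luminescence so less FERM oligomerization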
# CYP2C9 inh – human CYP2C9 inhibition. P11712. CYP2C9 Supersomes, luciferin-H conversion, luminescence. inhibition, % at 5 µM. hit rate 20% among 96,000;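 active = blocking of liver enzyme CYP2C9 beyond about 50% at 5 µM, limit read from the data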; note: values of inactives mirror those of a sister screen read the other way
# CYP2C19 inhib – inhibitors of human CYP2C19 | CYP2C19 Supersomes, luciferin-H EGE luminescence, 30 min | hit rate 21% among 96,000 | inhibition, % at 5 µM | AID 778;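 active = CYP2C19 inhibition above a set limit at 5 µM in the primary screen, cut at about 50% in these data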;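 note: plate controls were negative control wells for no effect and 2.5 mM tranylcypromine positive control for full effect; values of inactives mirror those of a sister screen read the other way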
# Target sequence (P33261 whole entry, looked up): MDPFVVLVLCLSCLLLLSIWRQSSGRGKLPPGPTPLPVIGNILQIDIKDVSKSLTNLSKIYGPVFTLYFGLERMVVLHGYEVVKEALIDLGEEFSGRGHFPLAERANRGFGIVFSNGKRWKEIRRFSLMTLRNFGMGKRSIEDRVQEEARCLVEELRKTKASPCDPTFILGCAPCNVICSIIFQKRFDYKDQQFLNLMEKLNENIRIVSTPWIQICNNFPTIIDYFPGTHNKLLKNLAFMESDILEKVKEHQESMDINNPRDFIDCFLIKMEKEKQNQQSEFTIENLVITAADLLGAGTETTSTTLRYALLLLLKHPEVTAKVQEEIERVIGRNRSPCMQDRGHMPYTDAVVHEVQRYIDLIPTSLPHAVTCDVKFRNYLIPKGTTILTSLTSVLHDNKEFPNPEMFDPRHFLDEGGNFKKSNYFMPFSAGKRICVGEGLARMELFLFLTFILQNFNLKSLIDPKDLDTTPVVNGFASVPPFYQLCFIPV
# CYP2C9 act – CYP2C9 (human) activation | P11712 | recombinant CYP2C9, luciferin-H conversion, luminescence; stronger effect = higher value; factor 1 = untreated enzyme, 0 = blocked | activation factor at 5 µM | hit rate 1.4% among 96,000 | AID 1024;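 active = activation factor of 2 or more for CYP2C9 at a 5 µM dose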;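 note: 0 = sulfaphenazole-blocked wells and 1 = vehicle-only wells; values of inactives mirror those of a sister screen read the other way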
# CYP2C19 act – activators of human cytochrome P450 2C19; P33261; recombinant CYP2C19, luciferin-H EGE luminescence; stronger effect = higher value; 0 = fully inhibited enzyme, 1 = untreated enzyme; activation factor at 5 µM; 96,000 tested, under 10 active; AID 1025;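 active = activation factor of at least 2 at 5 µM in the primary screen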;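 note: 0 = wells with 2.5 mM tranylcypromine and 1 = vehicle-only wells; values of inactives mirror those of a sister screen read the other way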
# MT1-MMP txn act – activates MT1-MMP transcription; activation factor at 10 µM; HT1080 MT1-MMP promoter luciferase reporter, luminescence, overnight; stronger effect = higher value; hit rate 0.16% among 86,000;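 active = activation factor of at least 2 for MT1-MMP transcription at 10 µM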
# * hit, by the source's call; · = no result given. Random draw from the library; 31% or so of the library scored in one or more.
Compound | Mac1 fbg enh | PLAP activator | CD11b adhes inh | PTK2B oligo ant | CYP2C9 inh | CYP2C19 inhib | CYP2C9 act | CYP2C19 act | MT1-MMP txn act
CC1(C)NC(=O)N(CCCCOc2ccc(Br)cc2Cl)C1=O | -1.4 | 1.6 | 12.3 | -0.13 | 66.4* | 98.6* | 0.3 | 0 | 1
O=c1oc2ccccc2c(Nc2ccc3ccccc3c2)c1[N+](=O)[O-] | -3.1 | 1.1 | 1.0 | -1.6 | 36.4 | 9.6 | 0.6 | 0.9 | 1.2
O=[N+]([O-])c1ccc(C(=S)N2CCN(Cc3ccccc3)CC2)cc1 | 7.2 | 0.9 | -7.5 | 1.92 | -9.0 | 7.1 | 1.1 | 0.9 | ·
CCN1C(=O)c2ccccc2S(=O)c2ccc(C(=O)N3CCN(C(=O)c4ccco4)CC3)cc21 (centres undefined) | 0.0 | 1.2 | -5.4 | · | 7.9 | -10.9 | 0.9 | 1.1 | 1.1
CC(C)(C)n1nnnc1C(c1cccs1)N(Cc1cccnc1)Cc1ccco1 (centres undefined) | 4.1 | 1.4 | -20.1 | -2.12 | 82.6* | 85.5* | 0.2 | 0.1 | 1.2
Cc1ccc(C(=O)Nc2cccc(C(=O)O)c2)cc1S(=O)(=O)N1CCCCC1 | -2.0 | 1.5 | 2.5 | -0.54 | 56.6* | 46.9 | 0.4 | 0.5 | ·
O=C(NCc1ccco1)c1cc2n(n1)C(C(F)(F)F)CC(c1ccc(F)cc1)N2 (centres undefined) | 3.5 | 1 | -28.8 | -0.18 | 34.1 | -11.5 | 0.7 | 1.1 | 1
CCOC(=O)c1c(C)oc2c(F)c(F)c(F)c(F)c2c1=O | -7.7 | 0.9 | 25.9 | -0.22 | 2.3 | 3.9 | 1 | 1 | 0.1
CCCc1cc(=O)[nH]c(SCC(=O)c2cc(C)n(C3CC3)c2C)n1 | -2.1 | 1.1 | 7.1 | 0.04 | 17.4 | 21.9 | 0.8 | 0.8 | 1.1
COc1cccc(NS(=O)(=O)c2ccc3c(c2)n(C)c(=O)c(=O)n3C)c1 | · | 1.2 | · | 1.19 | 49.8 | 35.2 | 0.5 | 0.6 | 1
CN(C)/C=N/C(=S)Nc1ccc(Br)cc1F | -1.9 | 1.1 | 4.0 | 0.92 | 22.7 | 58.9* | 0.8 | 0.4 | ·
O=C(O)c1ccc(CSc2nnc(Cc3ccccc3)o2)cc1 | -2.4 | 1 | -5.5 | 0.25 | 0.7 | -7.4 | 1 | 1.1 | 1.1
CC1(C)Cc2ccccc2C(/C(=N/O)C(N)=O)=N1 | -0.6 | 0.9 | 8.7 | 0.18 | 0.3 | 5.6 | 1 | 0.9 | 1.2
CCCN1CCN(C(=O)Cn2c(=O)oc3cc(S(=O)(=O)NCc4ccccc4)ccc32)CC1 | -0.1 | 1.2 | -2.6 | · | 27.0 | -8.9 | 0.7 | 1.1 | ·
CCOC(=O)C1CCN(c2ncnc3c2oc2ccc(Br)cc23)CC1 | -4.4 | 1.3 | 42.5 | -0.52 | 38.8 | 43.1 | 0.6 | 0.6 | 1.4
CC(=O)Nc1cccc(NC(=O)C2CCCN2C(=O)Nc2cccc(F)c2)c1 (centres undefined) | -1.6 | 1 | 6.5 | 1.36 | -0.4 | -15.0 | 1 | 1.1 | 1.1
O=C(Nc1nc(-c2ccccc2)cs1)C1CCCN(S(=O)(=O)c2ccccc2)C1 (centres undefined) | 0.4 | 1.3 | 1.9 | -1.98 | 69.2* | 44.8 | 0.3 | 0.6 | 1.5
Clc1ccc(Cc2noc(CN3CCN(c4ccccc4)CC3)n2)c(Cl)c1 | -2.4 | 0.9 | 42.7 | 0.05 | 14.5 | 11.3 | 0.9 | 0.9 | 1
CCCc1cc(C(=O)NCc2cccs2)no1 | -2.3 | 0.8 | -11.0 | · | 32.5 | 74.1* | 0.7 | 0.3 | 1.6
COc1ccccc1OCCc1nnc(N)s1 | -1.2 | 0.8 | 0.7 | 0.47 | -43.9 | -33.4 | 1.4 | 1.3 | 1.1

# 3 entries out of the list above, ordered by the number in CD11b adhes inh, low to high:
SMILES	CD11b adhes inh
O=c1oc2ccccc2c(Nc2ccc3ccccc3c2)c1[N+](=O)[O-]	1.0
O=C(Nc1nc(-c2ccccc2)cs1)C1CCCN(S(=O)(=O)c2ccccc2)C1 (centres undefined)	1.9
CC1(C)Cc2ccccc2C(/C(=N/O)C(N)=O)=N1	8.7

# (list continues)
Compound | Mac1 fbg enh | PLAP activator | CD11b adhes inh | PTK2B oligo ant | CYP2C9 inh | CYP2C19 inhib | CYP2C9 act | CYP2C19 act | MT1-MMP txn act
COc1cccc(C(=O)N(Cc2cc3cc(C)ccc3[nH]c2=O)CC2CCCO2)c1 (centres undefined) | 4.2 | 1.5 | 11.6 | -0.13 | 13.3 | 6.0 | 0.9 | 0.9 | 1.1
Clc1ccc(-c2noc(CCCOc3ccccc3)n2)cc1 | · | 0.7 | · | 0.89 | 30.0 | 26.5 | 0.7 | 0.7 | 1
CC(C)C(=O)Nc1cccc(NC(=S)NC(=O)C(c2ccccc2)c2ccccc2)c1 | 7.2 | 1 | 2.2 | -0.99 | 98.8* | 18.9 | 0 | 0.8 | ·
O=C(Nc1ccc(NC(=O)c2cccs2)cc1)c1ccco1 | -2.4 | 1 | -7.3 | 0.19 | 31.7 | 30.2 | 0.7 | 0.7 | ·
Cc1ccccc1Cc1c(C)nc2c(C(=O)NCc3ccco3)cnn2c1C | -3.3 | 1.3 | 4.0 | -0.7 | 86.6* | 56.2* | 0.1 | 0.4 | 1
CCC(C)(C)NC(=O)C(OC(=O)c1cc2sccc2n1C)c1ccc(OC)cc1 (centres undefined) | -3.4 | 0.9 | -6.2 | -0.93 | 8.2 | 1.9 | 0.9 | 1 | 1.2
O=C1C(Cl)=C(NCCCN2CCOCC2)C(=O)N1CCc1ccccc1 | -6.7 | 1.2 | 0.5 | 0.79 | 77.7* | 34.3 | 0.2 | 0.7 | 1.5
O=C(CCC(=O)c1ccc(Oc2ccccc2)cc1)Nc1ccc(Cl)cc1Cl | · | 1.1 | · | -0.46 | 36.5 | 22.3 | 0.6 | 0.8 | ·
Oc1c(C=NCc2ccc(F)cc2)[nH]c2ccc(Br)c(Cl)c12 | -2.2 | 1.1 | 3.7 | · | 34.9 | 46.4 | 0.7 | 0.5 | 1
COCCCNC(=S)NC1CC2CCCC(C1)N2Cc1ccco1 (centres undefined) | -2.9 | 1.3 | -15.6 | 0.17 | -13.5 | 3.8 | 1.1 | 1 | ·
O=C(CSc1nc(-c2ccccc2)cc(=O)[nH]1)N1CCc2ccccc21 | -1.7 | 1.2 | -8.3 | -0.76 | 68.6* | 11.3 | 0.3 | 0.9 | 1.1
CCCn1c(N2CCOCC2)nc2c1c(=O)[nH]c(=O)n2C | -0.9 | 1.1 | 9.8 | -0.67 | -9.6 | -15.1 | 1.1 | 1.2 | 1
CCc1nc(-c2ccccc2O)n(-c2ccccc2)n1 | -9.0 | 1.3 | -8.0 | 1.63 | 18.5 | 74.5* | 0.8 | 0.3 | 1
O=C(Nc1nccs1)C1CCN(S(=O)(=O)c2cccnc2)CC1 | -1.8 | 1.1 | 3.0 | · | 43.1 | 23.2 | 0.6 | 0.8 | 1
CSc1nc(-c2ccc(Cl)cc2)nn1C(=O)c1ccco1 | 4.4 | 1 | 4.0 | -0.04 | 17.9 | 10.5 | 0.8 | 0.9 | 1.5
CCOc1ccc(-n2c(=O)[nH]cc(C(=O)N3CCCc4ccccc43)c2=O)cc1 | · | 1.1 | · | 0.25 | 5.3 | -7.9 | 0.9 | 1.1 | 1.2
Cn1ncc2nnn(-c3ccccc3)c(=O)c21 | -0.3 | 0.8 | -20.4 | -0.14 | -12.1 | -10.0 | 1.1 | 1.1 | 1
O=C(Nc1ccc(O)c(-c2nc3ccccc3o2)c1)C1(c2ccccc2)CCCC1 | · | 1.7 | · | 0.84 | 87.4* | 24.3 | 0.1 | 0.8 | ·
COC(=O)c1cc(Br)c(=O)n(Cc2ccncc2)c1 | -1.7 | 1.1 | 0.4 | -0.54 | 10.4 | 2.6 | 0.9 | 1 | 1.1
O=C(Nc1ccc2c(c1)OCO2)C1(S(=O)(=O)c2ccc(Cl)cc2)CC1 | -1.5 | 1 | -9.1 | -0.38 | 84.7* | 31.0 | 0.2 | 0.7 | 1.3

# Next section
# Values run as follows: Mac1 fbg enh, PLAP activator, CD11b adhes inh, PTK2B oligo ant, CYP2C9 inh, CYP2C19 inhib, CYP2C9 act, CYP2C19 act, MT1-MMP txn act
- CCN(CC)c1ccc(/C=C(/C#N)c2nc3ccccc3[nH]2)c(OC(C)C)c1
 : ·, 0.7, ·, -3.44*, 73.5*, 48.5, 0.3, 0.5, ·
- CCOc1ccc(NC(=O)CNC(=O)c2cn(-c3ccccc3OC)c(=O)c3ccccc23)cc1
 : 2.1, 2*, -9.9, 0.65, 87.8*, 85.8*, 0.1, 0.1, 1.1
- COc1ccc(N2CCN(c3ccc(NC(=O)C4CCCCC4)cc3C#N)CC2)cc1
 : 42.8, 1, -35.7, 1.05, 11.9, 7.2, 0.9, 0.9, 1.2
- Cn1c(COc2ccccc2)nnc1SCC(=O)Nc1ccc2c(c1)OCO2
 : -3.2, 0.8, -9.1, -0.04, 36.3, 37.2, 0.6, 0.6, 1.1
- CCN(CC)c1ncccc1C(=O)NCc1cccs1
 : 0.1, 0.9, -3.4, 0.96, 64.7*, 98.8*, 0.4, 0, 1.2
- O=C(Cc1ccc(-c2ccccc2)cc1)NCCN1CCOCC1
 : -6.5, 1.6, -5.0, 1.59, 41.6, 72.4*, 0.6, 0.3, 1.1
- CCOC(=O)/C(C(=O)Nc1ccccc1Cl)=C1/NC(C)(C)Cc2ccccc21
 : 4.3, 1.3, -16.3, -0.58, 11.4, 17.2, 0.9, 0.8, ·
- CCS(=O)(=O)N1CCCC(C(=O)NCCc2ccccc2)C1 (centres undefined)
 : -3.3, 0.8, -2.8, 0.09, 26.6, 15.9, 0.7, 0.8, 1.2
- O=C(Cc1cc(=O)oc2cc(O)ccc12)NCC1CCC(C(=O)O)CC1 (centres undefined)
 : -5.3, 1.1, 2.7, 1.17, -9.9, -13.2, 1.1, 1.1, 1.2
- O=C(C1CCCN(S(=O)(=O)c2cccc3nsnc23)C1)N1CCN(c2ccccn2)CC1 (centres undefined)
 : -0.4, 1.4, 1.4, 0.58, 75.6*, 28.6, 0.2, 0.7, 1
- O=S(=O)(c1ccc(Cl)cc1)N1CCN(C2CCCCCC2)CC1
 : 0.6, 1.3, -2.4, -1.64, 24.3, 29.5, 0.8, 0.7, 1.3
- CCc1ccc(C(=O)COC(=O)c2cccc(N3C(=O)c4c(C)nc5ccccc5c4C3=O)c2)cc1
 : 27.0, 1.2, -0.4, 0.37, 36.1, -4.7, 0.6, 1, ·
- O=c1oc2ccccc2cc1-c1csc(Cc2nc(-c3ccc(Br)cc3)cs2)n1
 : -3.8, 1, 74.8, -0.06, 70.0*, 61.2*, 0.3, 0.4, ·
- CCOC(=O)Cc1nc2ccccc2[nH]1
 : 4.0, 1.4, 1.2, -0.04, -13.0, 11.4, 1.1, 0.9, ·
- CCOC(=O)C1CCCN(C/C=C/c2ccccc2[N+](=O)[O-])C1 (centres undefined)
 : 9.4, 1.2, -8.2, 0.99, 10.9, 48.3, 0.9, 0.5, ·
- CSc1nc(C)cc(OCNC(=O)c2cccs2)n1
 : -6.8, 0.9, -6.7, 1.26, 8.9, 26.8, 0.9, 0.7, 1.2
- Cc1ccc(N2CCN(S(=O)(=O)c3ccc(F)c(C)c3)CC2)c(C)c1
 : 1.3, 1, 30.8, -3.22*, 90.7*, 84.0*, 0.1, 0.2, 1.3
- Cc1cc(C)nc(N(C#N)CC(=O)N(c2ccccc2)C(C)C)n1
 : 0.7, 1.2, 13.7, -0.4, 5.4, 30.3, 0.9, 0.7, 1.2
- Cc1nc(-c2ccccc2)cc(=O)[nH]1
 : -3.6, 1, -0.5, -0.04, -10.7, -8.5, 1.1, 1.1, 1.1
- CN(C)c1ccc(CN2CCCCC2)cc1
 : -5.4, 0.9, -16.5, 0.81, -2.7, 31.3, 1, 0.7, 1
